From PubChem
TDP2 inh = blocks human TDP2 phosphodiesterase activity; O95551; recombinant TDP2, T5PNP hydrolysis, p-nitrophenol absorbance 415 nm; inhibition, % at 12.8 µM; 370,000 tested, 0.34% active; AID 720702;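 active = inhibition above the mean of all tested compounds plus 3 SD, set per campaign, cut at about 25% in these data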;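 also: 0% = DMSO with enzyme and 100% = buffer with substrate but no TDP2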
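Assay system: recombinant human TDP2 / Reagent: T5PNP substrate at 5 mM, a TopII-DNA adduct mimic / Measured by: epi absorbance from released p-nitrophenol / Evaluation: % inhibition relative to enzyme-containing and enzyme-free wells / Control set: enzyme-free and DMSO wells / Replicates: each compound tested once, singlicate / Schedule: enzyme reaction with compound for 2 h at 37 °C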
mABHD4 FP = ABHD4 (mouse) inhibition, primary FP screen; Q8VD66; purified mABHD4, FP-Rh probe fluorescence polarization; inhibition, % at 8.92 µM; 370,000 tested, 0.54% active;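 active = inhibition exceeding the mean over every tested compound plus 3 SD, cut at about 30% in these data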;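 also: 0% = plate median of compound wells and 100% = S159A mutant with DMSO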
Target sequence (Q8VD66 whole entry, looked up): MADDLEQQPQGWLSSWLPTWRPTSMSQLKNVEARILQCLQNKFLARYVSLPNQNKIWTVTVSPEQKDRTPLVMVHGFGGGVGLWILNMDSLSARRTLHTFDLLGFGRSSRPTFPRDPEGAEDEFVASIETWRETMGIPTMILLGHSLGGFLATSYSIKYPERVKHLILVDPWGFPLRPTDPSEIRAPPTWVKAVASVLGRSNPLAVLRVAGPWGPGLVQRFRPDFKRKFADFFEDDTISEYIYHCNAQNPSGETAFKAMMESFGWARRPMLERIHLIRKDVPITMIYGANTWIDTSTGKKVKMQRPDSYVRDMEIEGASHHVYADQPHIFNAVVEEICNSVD
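system = mouse ABHD4 enzyme, wild type | medium = HEPES pH 7.0, NaCl, Pluronic buffer | also added = FP-Rh probe | incubation = Enzyme–compound pre-incubation 45 min, then probe 60 min, both 25 °C | technique = fluorescence polarization, excitation 525 nm, emission 598 nm, BODIPY TMR filters | controls = S159A mutant high control, sample median low control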
SIAE primary = human SIAE inhibition, primary screen. Q9HAT2. SIAE FP-Rh probe binding, fluorescence polarization. inhibition, % at 9.66 µM. 370,000 tested, 0.69% active;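 active = inhibition above a cutoff: mean of compounds within the control limits plus 3 SD of those, cut at about 17% in these data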;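 also: 0% = plate median of compound wells and 100% = probe without SIAE protein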
UHRF1 MBD2 ctr = UHRF1 methyl-DNA binding inhibition. UHRF1 binding to methylated oligo, TR-FRET. AID 687016. inhibition, % at 4.4 µM. Q96T88. 370,000 tested, 0.75% active; in the data active = inhibition above about 21%;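 also: UHRF1 SRA domain binding a hemimethylated CpG hairpin DNA probe; 0% = median of test compound wells and 100% = reference inhibitor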
LEDGF integ inh = blocks HIV-1 LEDGF/p75-dependent DNA integration | TR-FRET IN-LEDGF/p75 DNA integration, Eu/Cy5 | inhibition, % at 3.7 µM | 370,000 tested, 0.64% active;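 active = inhibition above the screen-wide mean plus 3 SD, cut at about 13% in these data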;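 also: signal is the Cy5 over europium emission ratio at 671 and 618 nm; 0% = plate median of compound wells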
HTRA1 inhibitor = blocks human HTRA1 serine peptidase. Q92743. 340,000 tested, 0.5% active. recombinant HTRA1, FP-rhodamine activity-based probe, fluorescence polarization. inhibition, % at 5.96 µM; in the data active = inhibition above about 36%;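 also: 0% = enzyme with DMSO and 100% = wells lacking enzyme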
Target sequence (Q92743 whole entry, looked up): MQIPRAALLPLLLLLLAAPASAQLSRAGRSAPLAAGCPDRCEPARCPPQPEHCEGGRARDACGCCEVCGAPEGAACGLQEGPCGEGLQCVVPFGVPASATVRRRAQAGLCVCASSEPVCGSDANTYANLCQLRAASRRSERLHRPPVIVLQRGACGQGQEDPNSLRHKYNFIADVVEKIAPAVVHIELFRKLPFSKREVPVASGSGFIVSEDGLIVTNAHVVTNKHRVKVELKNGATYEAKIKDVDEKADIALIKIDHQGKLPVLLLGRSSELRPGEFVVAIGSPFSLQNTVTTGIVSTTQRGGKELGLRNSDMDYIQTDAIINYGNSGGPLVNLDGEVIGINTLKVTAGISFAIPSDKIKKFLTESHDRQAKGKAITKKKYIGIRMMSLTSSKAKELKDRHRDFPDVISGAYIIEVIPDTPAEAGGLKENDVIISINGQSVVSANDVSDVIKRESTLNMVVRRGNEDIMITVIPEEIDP
PG9 binder = PG9 antibody binding by small molecule; AID 624416; inhibition, % at 6.7 µM; TR-FRET gp120-PG9 antibody binding; 360,000 tested, 0.43% active; in the data active = inhibition above about 8.5%
PRMT1 FP inh = inhibitors of human PRMT1. recombinant PRMT1, activity-based probe fluorescence polarization. Q99873. inhibition, % at 2.79 µM. 370,000 tested, 1.3% active. AID 652257;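 active = inhibition above about 21% made by adding two undisclosed values, limit read from the data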
TCR-CD3 inh = blocks the human TCR-CD3 interaction | TAMRA-labeled TCR probe fluorescence, biochemical | inhibition, % at 9.4 µM | 360,000 tested, 0.37% active; in the data active = inhibition above about 19%;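 also: recombinant mutant TCR 2C K166C tagged with TAMRA read by polarization; 0% = receptor in buffer alone and 100% = receptor with positive control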
DDE Tn7 FP inh = disrupts Tn7 cyclic peptide binding to fibrin D-Dimer-E complex; P02675; FP displacement of FITC-Tn7 peptide from fibrin DD(E); 0% = median of compound wells per plate; inhibition, % at 8.3 µM; 370,000 tested, 0.13% active; AID 720508;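 active = inhibition above the mean of compounds falling within the control limits plus 3 SD of them, cut at about 14% in these data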;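 also: 0% = plate median of compound wells and 100% = 10 µM Aha-Tn7 peptide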
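Assay system: Human clot-derived fibrin DD(E) complex | Buffer or medium: Tris/NaCl/CaCl2 buffer, pH 7.8 | Repeats: One replicate per compound | Benchmarks: Aha-Tn7 high control | Measure: % inhibition scaled between sample-field median and high-control FP | Schedule: 10 min plus 3 h, room temperature | Signal: Fluorescence polarization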
Numbers without * were called inactive.

Preview, two compounds:
C/C=C/C(=O)OCC(=O)Nc1cccc(F)c1 was read as TDP2 inh 5, mABHD4 FP 2, SIAE primary -2, UHRF1 MBD2 ctr 3, LEDGF integ inh -4, HTRA1 inhibitor 4, PG9 binder 1.5, PRMT1 FP inh 0, TCR-CD3 inh 0 and DDE Tn7 FP inh -6.
Screening Cc1ccc(NC(=O)O/N=C2\CCCCC2c2ccc([N+](=O)[O-])cc2[N+](=O)[O-])cc1 (stereo not given) returned TDP2 inh 3, mABHD4 FP 2, SIAE primary 1, UHRF1 MBD2 ctr -1, LEDGF integ inh 1, HTRA1 inhibitor -1, PG9 binder 0.6, PRMT1 FP inh 2, TCR-CD3 inh 3 and DDE Tn7 FP inh 2.

The list itself, previewed entries included:
C/C=C/C(=O)OCC(=O)Nc1cccc(F)c1 was read as TDP2 inh 5, mABHD4 FP 2, SIAE primary -2, UHRF1 MBD2 ctr 3, LEDGF integ inh -4, HTRA1 inhibitor 4, PG9 binder 1.5, PRMT1 FP inh 0, TCR-CD3 inh 0 and DDE Tn7 FP inh -6.
Screening Cc1ccc(NC(=O)O/N=C2\CCCCC2c2ccc([N+](=O)[O-])cc2[N+](=O)[O-])cc1 (stereo not given) returned TDP2 inh 3, mABHD4 FP 2, SIAE primary 1, UHRF1 MBD2 ctr -1, LEDGF integ inh 1, HTRA1 inhibitor -1, PG9 binder 0.6, PRMT1 FP inh 2, TCR-CD3 inh 3 and DDE Tn7 FP inh 2.
For O=C(Nc1cccc(F)c1)Nc1ccc2c(c1)OCO2 the results were TDP2 inh -17, mABHD4 FP -11, SIAE primary -2, UHRF1 MBD2 ctr 1, LEDGF integ inh 6, HTRA1 inhibitor 4, PG9 binder -0.5, PRMT1 FP inh 1, TCR-CD3 inh 0 and DDE Tn7 FP inh 0.
For COc1cc2[nH]c(=O)n(CCC(=O)NCCCN3CCN(c4ccccc4F)CC3)c(=O)c2cc1OC the results were TDP2 inh 0, mABHD4 FP -2, SIAE primary -2, UHRF1 MBD2 ctr -2, LEDGF integ inh -3, HTRA1 inhibitor -1, PG9 binder 1.1, PRMT1 FP inh 2, TCR-CD3 inh 2 and DDE Tn7 FP inh 2.
COc1ccc(CCN(C)C/C=C/c2ccccc2[N+](=O)[O-])cc1OC was read as TDP2 inh -18, mABHD4 FP 2, SIAE primary 4, UHRF1 MBD2 ctr 2, LEDGF integ inh 7, HTRA1 inhibitor 1, PG9 binder 1.4, PRMT1 FP inh -8, TCR-CD3 inh -6 and DDE Tn7 FP inh 10.
`COc1cccc(C2CC(c3ccc(Cl)cc3Cl)n3nc(N)nc3N2)c1` (stereo not given) gave TDP2 inh 3, mABHD4 FP 5, SIAE primary 2, UHRF1 MBD2 ctr -3, LEDGF integ inh 0, HTRA1 inhibitor 1, PG9 binder 0.4, PRMT1 FP inh 0, TCR-CD3 inh -3 and DDE Tn7 FP inh -6.
`C[C@H](NC(=O)c1nc[nH]c1C(=O)N[C@@H](Cc1ccccc1)C(=O)OCc1ccccc1)C(=O)OCc1ccccc1` gave TDP2 inh -3, mABHD4 FP -67, SIAE primary -68, UHRF1 MBD2 ctr -2, LEDGF integ inh -2, HTRA1 inhibitor -19, PG9 binder -1.9, PRMT1 FP inh -1, TCR-CD3 inh 10 and DDE Tn7 FP inh 9.
Screening CC(C)(C)c1cccc(OCCCSc2ncccn2)c1 returned TDP2 inh -12, mABHD4 FP 1, SIAE primary 1, UHRF1 MBD2 ctr 2, LEDGF integ inh -2, HTRA1 inhibitor -7, PG9 binder -0.5, PRMT1 FP inh 3, TCR-CD3 inh -6 and DDE Tn7 FP inh -3.
Screening Cc1ccn2c(=O)nc(SCC(=O)Nc3cc(C)on3)nc2c1 returned TDP2 inh 13, mABHD4 FP 3, SIAE primary -1, UHRF1 MBD2 ctr -1, LEDGF integ inh 1, HTRA1 inhibitor 3, PG9 binder 0.2, PRMT1 FP inh 2, TCR-CD3 inh 2 and DDE Tn7 FP inh 7.
CCOC(=O)C1=C(C)NC(C)=C(C(=O)OC)C1c1cccc([N+](=O)[O-])c1 (stereo not given) was read as TDP2 inh 1, mABHD4 FP -1, SIAE primary -1, UHRF1 MBD2 ctr 1, LEDGF integ inh 2, HTRA1 inhibitor -10, PG9 binder 3.2, PRMT1 FP inh -3, TCR-CD3 inh 8 and DDE Tn7 FP inh -7.
`COc1nc(C)cc(C)c1S(=O)(=O)c1ccccc1C` gave TDP2 inh -14, mABHD4 FP -4, SIAE primary 1, UHRF1 MBD2 ctr 2, LEDGF integ inh 2, HTRA1 inhibitor 0, PG9 binder 0.1, PRMT1 FP inh 0, TCR-CD3 inh 0 and DDE Tn7 FP inh 3.
COc1cccc(/C=N/NC(=O)C(=O)NCc2cccnc2)c1 was read as TDP2 inh 0, mABHD4 FP -2, SIAE primary 2, UHRF1 MBD2 ctr -4, LEDGF integ inh 0, HTRA1 inhibitor 3, PG9 binder -0.6, PRMT1 FP inh -1, TCR-CD3 inh 11 and DDE Tn7 FP inh 6.
For O=C(Cn1cnc2c(NCc3ccccc3)ncnc21)NCc1ccccc1 the results were TDP2 inh 0, mABHD4 FP -14, SIAE primary 0, UHRF1 MBD2 ctr 3, LEDGF integ inh -4, HTRA1 inhibitor 1, PG9 binder 1.7, PRMT1 FP inh 4, TCR-CD3 inh -8 and DDE Tn7 FP inh 1.
For CC(C)c1ccc(C2NC(=O)CCC2[N+](=O)[O-])cc1 (stereo not given) the results were TDP2 inh -25, mABHD4 FP -3, SIAE primary 3, UHRF1 MBD2 ctr 8, LEDGF integ inh 7, HTRA1 inhibitor -3, PG9 binder -1.1, PRMT1 FP inh -1, TCR-CD3 inh -3 and DDE Tn7 FP inh -1.
Screening Cc1cc(C)cc(C(=O)OCC(=O)NC(=O)NC2CCCC2)c1 returned TDP2 inh -3, mABHD4 FP -3, SIAE primary -2, UHRF1 MBD2 ctr 0, LEDGF integ inh 3, HTRA1 inhibitor 11, PG9 binder 1.4, PRMT1 FP inh 2, TCR-CD3 inh 3 and DDE Tn7 FP inh 3.
For CSc1ccc(CN2C(=O)NC3(CCCCC3)C2=O)cc1 the results were TDP2 inh -9, mABHD4 FP -9, SIAE primary -8, UHRF1 MBD2 ctr 2, LEDGF integ inh 2, HTRA1 inhibitor 2, PG9 binder -3.2, PRMT1 FP inh -3, TCR-CD3 inh 8 and DDE Tn7 FP inh -2.
Cc1ccc(NC(=O)c2cc(S(=O)(=O)N3CCOCC3)c(Br)s2)cc1 was read as TDP2 inh -7, mABHD4 FP -16, SIAE primary -12, UHRF1 MBD2 ctr 3, LEDGF integ inh -4, HTRA1 inhibitor -19, PG9 binder -2.1, PRMT1 FP inh 5, TCR-CD3 inh -5 and DDE Tn7 FP inh 1.
Screening CCOC(=O)CSc1nc2c(c(=O)[nH]c(=O)n2C)n1CCc1ccccc1 returned TDP2 inh 4, mABHD4 FP 1, SIAE primary -5, UHRF1 MBD2 ctr 6, LEDGF integ inh 3, HTRA1 inhibitor -6, PG9 binder 1.2, PRMT1 FP inh 0, TCR-CD3 inh 0 and DDE Tn7 FP inh 1.
Screening O=C(CCc1ccccc1)Nc1ccc(Cl)cn1 returned TDP2 inh 2, mABHD4 FP -3, SIAE primary -6, UHRF1 MBD2 ctr 1, LEDGF integ inh -2, HTRA1 inhibitor -5, PG9 binder -0.7, PRMT1 FP inh 0, TCR-CD3 inh 3 and DDE Tn7 FP inh -3.
COC(=O)[C@@]1(Cc2ccc(F)cc2)[C@H]2c3cc(C(=O)N4CCCC4)n(CCc4ccccn4)c3C[C@H]2CN1C(=O)c1ccccc1 was read as TDP2 inh -12, mABHD4 FP -3, SIAE primary -1, UHRF1 MBD2 ctr 7, LEDGF integ inh 3, PG9 binder 0.5, PRMT1 FP inh 3, TCR-CD3 inh -3 and DDE Tn7 FP inh -2.
Screening COc1cccc(C2c3[nH]c4ccccc4c3C[C@H]3C(=O)N(CCCOC(C)C)CC(=O)N23)c1 (stereo not given in full) returned TDP2 inh 0, mABHD4 FP 5, SIAE primary -4, UHRF1 MBD2 ctr 1, LEDGF integ inh -1, HTRA1 inhibitor -3, PG9 binder 1.7, PRMT1 FP inh 4, TCR-CD3 inh -6 and DDE Tn7 FP inh 0.
Screening CC(=O)Nc1cc(NC(C)=O)cc(C(=O)N2CCCC3CCCCC32)c1 (stereo not given) returned TDP2 inh 12, mABHD4 FP 5, SIAE primary 7, UHRF1 MBD2 ctr -2, LEDGF integ inh 4, HTRA1 inhibitor 8, PG9 binder -1.3, PRMT1 FP inh -7, TCR-CD3 inh 7 and DDE Tn7 FP inh -1.
Screening N=c1c(C(=O)NCC2CCCO2)cc2c(=O)n3ccccc3nc2n1Cc1cccnc1 (stereo not given) returned TDP2 inh -26, mABHD4 FP -11, SIAE primary -1, UHRF1 MBD2 ctr -10, LEDGF integ inh 2, HTRA1 inhibitor 3, PG9 binder -1.3, PRMT1 FP inh 4, TCR-CD3 inh 6 and DDE Tn7 FP inh -2.
For O=C(NC1CCCCC1)C(c1cccs1)N(C(=O)C(F)(F)F)c1ccccc1 (stereo not given) the results were TDP2 inh 4, mABHD4 FP 1, SIAE primary 6, UHRF1 MBD2 ctr 2, LEDGF integ inh -4, HTRA1 inhibitor 0, PG9 binder 0.1, PRMT1 FP inh -1, TCR-CD3 inh -5 and DDE Tn7 FP inh 1.
Screening O=C(O)CC/C(=N\NC(=O)CNC(=O)/C=C/c1ccccc1)c1ccccc1 returned TDP2 inh 3, mABHD4 FP -1, SIAE primary 13, UHRF1 MBD2 ctr 1, LEDGF integ inh 4, HTRA1 inhibitor -2, PG9 binder -2.3, PRMT1 FP inh -2, TCR-CD3 inh -4 and DDE Tn7 FP inh 3.
Screening CC(C)[C@H]1COCCS(=O)(=O)N1Cc1ccccc1-c1cccc(Cl)c1 returned TDP2 inh -9, mABHD4 FP -13, SIAE primary 4, UHRF1 MBD2 ctr 0, LEDGF integ inh 8, HTRA1 inhibitor -16, PG9 binder -0.1, PRMT1 FP inh -3, TCR-CD3 inh 2 and DDE Tn7 FP inh 2.
`CCOC(=O)CC[C@@]1(C(=O)OCC)C[C@@H](CC(=O)N2CCOCC2)C(=O)N2CCCC=C21` gave TDP2 inh 4, mABHD4 FP 6, SIAE primary 4, UHRF1 MBD2 ctr 0, LEDGF integ inh -2, PRMT1 FP inh -2 and DDE Tn7 FP inh -8.
For O=C1c2ccccc2S(=O)(=O)c2cc(C(=O)N3CCCC3)ccc21 the results were TDP2 inh -1, mABHD4 FP 5, SIAE primary 2, UHRF1 MBD2 ctr -3, LEDGF integ inh 5, HTRA1 inhibitor -4, PG9 binder -0.3, PRMT1 FP inh 0, TCR-CD3 inh 4 and DDE Tn7 FP inh 3.
